FadD28 binding: inhibitors of FadD28 bisubstrate probe binding, primary screen, biochemical, fluorescence polarization, single point. Mycobacterium tuberculosis FadD28 fatty-acid-AMP ligase. inhibition, % at 12.5 µM. actives 0.22% (n = 360,000). AID 588549, 2011; in the data active = inhibition above about 8.5%, passing the limit was not always enough; inconclusive = no clear call, values can overlap the other calls
BoNT-F LC inh: BoNT/F light chain protease inhibitors, primary screen, biochemical, flow cytometry, MLPCN library; actives 0.22% (n = 360,000); inhibition, % at 10 µM; Multiplex microsphere protease cleavage assay; in the data active = inhibition above about 35%, passing the limit was not always enough; inconclusive = no clear call, values can overlap the other calls; also: plate controls were buffer without enzyme for full effect and enzyme alone for no effect
CCHF vOTU inh: CCHFV vOTU protease inhibitors, primary screen, biochemical, Pep-AMC substrate, fluorescence | Crimean-Congo hemorrhagic fever virus L polyprotein viral ovarian tumor (vOTU) protease … | inhibition, % at 11.5 µM | actives 0.55% (n = 370,000); in the data active = inhibition above about 30%; also: 0% = vehicle wells with enzyme and 100% = no enzyme wells
BoNT A protease: BoNT/A light chain protease inhibitors, primary screen, biochemical, flow cytometry, MLPCN library. actives 0.17% (n = 360,000). Botulinum neurotoxin type A light chain protease (Clostridium botulinum A str. ATCC 3502). inhibition, % at 10 µM. multiplex microsphere protease substrate cleavage; also: plate controls were buffer without enzyme for full effect and enzyme alone for no effect
TcdB GH inh: TcdB glycohydrolase inhibitors, primary screen, biochemical, single point, plate reader; Toxin B (Clostridioides difficile), P18177; TcdB glycohydrolase enzymatic assay; inhibition, % at 9.99 µM; actives 0.24% (n = 350,000); AID 652162, 2013; in the data active = inhibition above about 10%
PfHsp40 rescue: rescue of yeast from PfHsp40 toxicity, primary screen, S. cerevisiae, ATP luminescence | S. cerevisiae expressing PfHsp40, growth rescue | growth rescue, % at 12.5 µM | actives 0.68% (n = 340,000) | AID 504582, 2011; in the data active = growth rescue above about 28%, passing the limit was not always enough; inconclusive = no clear call, values can overlap the other calls;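 also: yeast W303a lacking pdr1 and pdr3 grown in galactose medium; growth measured after three days at 30 °C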
Yp Topo-I inh: Yersinia pestis topoisomerase I inhibitors, primary screen, biochemical, cleavage product accumulation, plate reader, single point; AID 504884, 2011; activity, % at 10 µM; actives 0.064% (n = 360,000); Y. pestis Topo-I cleavage product accumulation; DNA topoisomerase I (Yersinia pestis CO92); in the data active = activity above about 50%, passing the limit was not always enough; inconclusive = no clear call, values can overlap the other calls; also: inactives centre near 2
PrPC TRFRET: inhibitors of human cell surface prion protein PrPC, primary screen, cell-based, TR-FRET; actives 0.43% (n = 370,000); TR-FRET read-out; AID 720596, 2013; Major prion protein (Homo sapiens), P04156; inhibition, % at 13.8 µM; in the data active = inhibition above about 24%; also: 0% = median of the test wells and 100% = reference compound wells
Anthrax LF prot: Bacillus anthracis LF protease inhibitors, primary screen, biochemical, multiplex microsphere, MLPCN library; Lethal factor (Bacillus anthracis), P15917; multiplex microsphere protease cleavage assay; inhibition, % at 10 µM; actives 0.12% (n = 360,000); also: plate controls were buffer without enzyme for full effect and enzyme alone for no effect
* marks the source's active call; other numbers are inactive results; ? = inconclusive; . = no result given. Rule as the data show it, unless noted: active = inhibition above about 30%; inconclusive = no clear call, values can overlap the other calls; inactive = below that. The order is random. About 2.3% of those tested had a hit in this group.

SMILES	FadD28 binding	BoNT-F LC inh	CCHF vOTU inh	BoNT A protease	TcdB GH inh	PfHsp40 rescue	Yp Topo-I inh	PrPC TRFRET	Anthrax LF prot
COc1ccc(OC)c(-n2nnnc2SCC(=O)Nc2ccc3c(c2)OCCO3)c1	-0.1	-3	-18	1.3	.	5.8	1	-7	-3
CC(C)OC(=O)c1ccc(S(N)(=O)=O)o1	-1.5	1	12	-0.2	.	3.5	4	-6	0
C/C(=N\NC(=O)C1=NNC(=O)C1C)c1cccs1 (configuration not stated)	-0.4	2	16	0.6	-1.3	-0.1	0	-4	-4
COc1cc(C#N)ccc1OCC(=O)Nc1cccc(S(=O)(=O)N(C)c2ccccc2)c1	0.3	0	9	0.2	-0.9	.	8	1	-2
COc1ccc(-c2ccc(C(=O)NCc3cccs3)c3occc23)c(C)c1	-1.1	4	4	-0.2	-0.5	.	33	4	-8
CCOC(=O)c1[nH]ncc1CN1CCCC(C(=O)c2ccc(SC)cc2)C1 (configuration not stated)	-1.0	-7	-8	-0.9	0.9	-1.7	-4	-8	-2
CCCCC(O)(CCCC)C(=O)NN(C(=O)c1cccnc1Cl)c1ccccc1	-0.9	?	6	?	0.7	0.2	-7	2	1
O=[N+]([O-])c1ccc(O)c(/C=N/n2cnnc2)c1	-1.3	2	13	0.5	.	0.0	2	-11	-5
Cc1ccc(N=Cc2cc3c(cc2O)OC(N)=C(C#N)C3c2ccccc2)cc1 (configuration not stated)	-3.9	-2	-10	1.6	0.7	9.9	-3	10	-1
COc1ncccc1C(=O)N1CCCC(C(=O)c2cc(F)ccc2F)C1 (configuration not stated)	-1.5	-3	-5	-1.3	0.2	-1.3	1	7	0
CCCc1n[nH]c2c1C(=O)CC(C)(C)C2	-3.8	9	5	0.1	.	0.6	1	3	1
Fc1ccc(CNc2cnccn2)cc1	0.4	1	-57	0.5	.	-0.3	2	-8	-7
CCOC(=O)c1cnc2c(Cl)cccc2c1NCCN(C)C	-1.3	-16	13	-0.4	.	-0.9	1	-7	-4
O=C(c1cnc2n(c1=O)CCS2)N1CCN(c2ccccc2F)CC1	-1.1	-12	-2	-0.4	0.5	-0.2	5	8	-5
CCN(CC1COc2ccccc2O1)C(=O)CN1C(=O)NC(C)(c2ccc(C)cc2)C1=O (configuration not stated)	-0.7	-2	-1	-0.3	0.5	1.4	18	-8	1
O=C(CSc1nc2ccccc2c(=O)n1NC(=O)c1ccccc1)c1ccc(Cl)cc1	-3.6	5	4	?	.	1.3	23	4	-1
CCCS(=O)(=O)N1CCN(C(=O)c2ccco2)CC1	-0.1	-1	-14	0.1	.	-0.5	-3	4	0
CC(=O)c1ccc(OC(C)C)c(CN2CCCCC2)c1	0.0	1	-17	0.9	0.7	-0.5	0	3	0
O=C(Cn1c(=O)oc2cccnc21)Nc1ccc(C(F)(F)F)cc1	0.4	?	-1	-6.8	1.2	.	3	4	-9
COc1cc(/C=N/NC(=O)CN(Cc2ccccc2)S(=O)(=O)c2ccc3c(c2)OCCO3)ccc1O	22*	0	-10	-0.5	1.6	1.7	7	-2	-7
CCN(CC)S(=O)(=O)c1ccc(NC(=O)CSc2nnc(-c3ccc(F)cc3)o2)cc1	1.6	2	12	0.3	.	2.8	20	-3	-6
CC(NC(=O)c1cnccn1)c1ccc(S(N)(=O)=O)cc1 (configuration not stated)	-1.0	-10	5	0.1	0.8	0.1	-2	-2	1
Cc1ccc(N(CC(=O)NC(C)(C)C)C(=O)CS(=O)CC(=O)Nc2ccc(F)cc2)cc1 (configuration not stated)	0.2	-1	-11	0.6	-1.5	-0.5	4	-1	6
COCCCn1c(SCC(=O)N2CCc3ccccc32)nnc1-c1ccoc1C	0.0	14	11	1.3	.	-1.2	6	-3	2
CCOc1cc(C(=S)N2CCOCC2)ccc1OS(=O)(=O)c1ccccc1[N+](=O)[O-]	-6.3	1	7	0.2	.	-0.4	28	-6	0
COc1c2ccc(C(=O)NCc3cc(C(F)(F)F)cc(C(F)(F)F)c3)cc2nn1C	-6.4	5	-13	0.0	0.2	-0.7	7	19	1
O=C(c1cc2ccccc2o1)N1CCN(S(=O)(=O)c2c(F)cccc2F)CC1	0.0	-84	-7	-54	0.4	1.0	25	-3	-14
COc1cc(NC(=NS(=O)(=O)c2ccccc2)c2ccccc2)ncn1	-3.1	-10	-16	-0.2	0.1	-1.4	8	6	-3
O=C(CSc1n[nH]c(=O)[nH]c1=O)N/N=C/C=C/c1ccccc1	0.1	-3	13	-0.4	-5.2	-1.8	8	2	-3
CNC(=O)Nc1ccc(Cn2cc(C(F)(F)F)ccc2=O)cc1	-2.3	-3	-5	-2.1	0.2	-1.4	3	-2	1
CCOC(=O)CCSc1nc(C)c2cc(OC)ccc2n1	-3.1	-6	-44	0.3	.	-0.2	-3	14	-8
Cc1ccc2c(c1)N(CC(=O)NC1CCCC1)C(=O)C(C)O2 (configuration not stated)	-4.0	-5	2	-2.4	-0.4	0.8	6	-1	-2
CCOC(=O)c1[nH]c(C)c(C(=O)NC(C)(C)C)c1C	-3.5	-4	4	0.2	.	0.8	-4	3	-3
COCCCNS(=O)(=O)c1ccc(OC)c(Cl)c1Cl	-2.7	-9	6	-0.6	0.2	?	2	1	-12
CN(C)Cc1c(C(=O)N/N=C/c2cccc(OCc3ccccc3)c2)nnn1-c1nonc1N	-0.9	5	10	1.0	0.1	-0.2	12	-8	1
O=C1c2ccccc2C(=O)N1CCCCN(C(=O)c1cc([N+](=O)[O-])cc([N+](=O)[O-])c1)c1ccc(Cl)cc1	-1.9	-10	-11	0.1	1.2	0.2	15	5	-6
Cc1cccc(C)c1N1C(=O)c2cccc([N+](=O)[O-])c2C1=O	-2.3	-16	4	-1.2	.	-1.5	4	4	-10
S=c1[nH]ncn1NCc1ccc(Cl)cc1Cl	-2.0	0	18	-0.4	1.8	-1.0	2	2	-4
Cc1ccc2[nH]c(=O)c(CN(Cc3ccco3)C(=O)N3CCOCC3)cc2c1	-3.5	0	7	0.5	2.3	0.4	3	6	-5
COc1ccc(CN2CCOCC2)cc1Br	0.0	-1	.	?	0.9	-1.3	1	.	0
CCNc1sc(S(C)(=O)=O)nc1S(=O)(=O)c1ccc(Cl)cc1	-4.3	-3	-3	-0.6	1.0	0.6	12	0	-4
Clc1ccc(-c2cn(-c3ccc(Cl)cc3)c3[n+]2CCCCC3)cc1	-2.2	2	-14	-0.6	1.2	0.5	-1	-3	-6
Cc1c(C)n(CC(O)CSc2ccccc2)c2ccccc12 (configuration not stated)	.	-5	1	0.0	1.7	.	.	0	-5
Cc1cccc(NC(=O)N2CCC(NC(=O)c3ccco3)CC2)c1	-1.2	-6	8	-1.7	-0.1	0.0	-2	3	-2
O=C(C1=NN(c2ccccc2)C2C(=O)N(c3ccccc3)C(=O)C12)c1ccccc1 (configuration not stated)	-3.1	1	1	19	1.1	2.0	5	2	8
O=C(/C=C/c1ccc(OCc2cccc(Cl)c2)cc1)N1CCOCC1	-7.2	-1	10	0.1	1.0	5.0	28	10	-4
O=C(Nc1ncc([N+](=O)[O-])s1)C1CC(=O)N(c2ccc(F)cc2)C1 (configuration not stated)	1.9	-4	-12	0.5	0.3	0.8	-6	-20	-2
CCNc1nc(NC(C)(C)C)nc(SC)n1	-1.3	-9	9	-0.5	0.0	-1.5	2	-6	-4
Cn1ccnc1SCC(=O)Nc1ccc2c(c1)OCCO2	-0.2	-6	11	-1.6	1.2	1.6	0	-1	-1
CCCCOC(=O)c1ccc(NC(=O)CSc2nnnn2C)cc1	0.2	-3	10	0.7	1.1	1.0	-10	6	3

4 successive entries from above, quoted:
SMILES	FadD28 binding	BoNT-F LC inh	CCHF vOTU inh	BoNT A protease	TcdB GH inh	PfHsp40 rescue	Yp Topo-I inh	PrPC TRFRET	Anthrax LF prot
O=C(Nc1ncc([N+](=O)[O-])s1)C1CC(=O)N(c2ccc(F)cc2)C1 (configuration not stated)	1.9	-4	-12	0.5	0.3	0.8	-6	-20	-2
CCNc1nc(NC(C)(C)C)nc(SC)n1	-1.3	-9	9	-0.5	0.0	-1.5	2	-6	-4
Cn1ccnc1SCC(=O)Nc1ccc2c(c1)OCCO2	-0.2	-6	11	-1.6	1.2	1.6	0	-1	-1
CCCCOC(=O)c1ccc(NC(=O)CSc2nnnn2C)cc1	0.2	-3	10	0.7	1.1	1.0	-10	6	3

(continued)
SMILES	FadD28 binding	BoNT-F LC inh	CCHF vOTU inh	BoNT A protease	TcdB GH inh	PfHsp40 rescue	Yp Topo-I inh	PrPC TRFRET	Anthrax LF prot
O=C(COC(=O)c1n[nH]c2ccccc12)NC(=O)NCc1ccco1	-1.0	-18	35*	-1.0	.	-0.1	19	5	-5
COc1ccc(-c2ccc(CNCCCN3CCOCC3)o2)cc1Cl	0.0	-20	-3	-0.4	1.0	-0.1	9	2	-9
CC(OC(=O)/C=C/c1ccc(Br)cc1)C(=O)N1CCOCC1 (configuration not stated)	-1.6	-5	-7	-4.7	0.9	1.3	12	3	1
CC(C)C[C@H]1COCCS(=O)(=O)N1Cc1ccc(Cl)c(Cl)c1	-34	5	7	0.4	0.6	-0.6	1	0	15
CCC(C)N1CC(O)=C(c2nc3ccccc3[nH]2)C1=N (configuration not stated)	-1.6	-11	-6	-2.6	0.7	-0.7	-1	-2	-7
O=C(Nc1ncccc1Cl)c1ccc2c(c1)OCCO2	-2.9	-4	-9	-0.1	2.1	-0.3	-1	1	-4
O=C(CCC1CCCCC1)Nc1nnc(C(F)(F)F)s1	0.2	17	20	0.9	1.5	-0.8	2	-4	12
Cc1cc(C)nc(NNS(=O)(=O)c2c(F)cc(F)cc2Br)n1	-2.6	4	7	-0.1	-3.9	0.5	-2	-5	-1
O=C(O)C(CCC(C(=O)O)c1ccccc1)c1ccccc1 (configuration not stated)	-2.0	1	8	-0.4	9.0	-0.7	6	-4	-3
COc1ccc(N2CCN(C(=O)COC(=O)CNC(=O)c3ccc(Cl)cc3Cl)CC2)cc1	-2.2	10	-8	4.0	0.2	-0.7	16	2	1
O=C(Nc1ccccc1C(=O)Nc1cccnc1)c1ccccc1	-5.2	-4	-7	0.3	0.3	-0.4	5	-1	-6
CCN(CC(=O)Nc1ccc(NC(C)=O)cc1)C(=O)/C=C/c1cn(-c2ccccc2)nc1-c1ccc(C)cc1	-0.8	3	-3	-0.7	1.5	0.6	21	5	-1
COCCN(C(=O)CNC(=O)c1ccco1)C(C(=O)NC1CCCC1)c1cccc(OC)c1 (configuration not stated)	-0.9	32	-15	-0.2	0.5	-0.4	5	-6	-1
CC(CNC(=O)CN1C(=O)CCSc2ccccc21)c1ccccc1 (configuration not stated)	-5.3	-6	-6	-2.2	0.1	0.0	15	8	-4
Cc1ccc(-c2ccc(=O)n(CC(=O)NCCN(CC(C)C)CC(C)C)n2)cc1	-1.9	-7	-6	0.4	-0.8	-0.3	5	-1	-9
CCS(=O)(=O)NCCc1ccc(OC)c(OC)c1	-2.8	4	9	0.0	.	-1.6	3	6	3
COc1ccc(C2CC(c3ccc(C)o3)=NN2C(C)=O)cc1 (configuration not stated)	-0.3	13	-90	1.1	0.0	-1.3	2	-5	0
CCOc1ccc(NC(=O)c2ccc(NC(=O)c3ccccc3Br)cc2)cc1	-4.5	2	4	-1.1	0.1	-1.0	4	7	0
Fc1cccc2sc(Nc3nc4cc5c(cc4s3)OCCO5)nc12	-2.3	0	-13	0.0	.	-0.2	-8	2	-1

From PubChem BioAssay
